# GPR151 activ = activators of human GPR151, primary screen, cell-based, PathHunter beta-arrestin, luminescence. PathHunter beta-arrestin GPR151 cells. activation, % at 11.2 µM. hit rate 1% among 650,000; in the data active means activation above about 4.9%;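 further: 0% = median of compound wells and 100% = cells with positive control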
# Target sequence (Q8TDV0 whole entry, looked up): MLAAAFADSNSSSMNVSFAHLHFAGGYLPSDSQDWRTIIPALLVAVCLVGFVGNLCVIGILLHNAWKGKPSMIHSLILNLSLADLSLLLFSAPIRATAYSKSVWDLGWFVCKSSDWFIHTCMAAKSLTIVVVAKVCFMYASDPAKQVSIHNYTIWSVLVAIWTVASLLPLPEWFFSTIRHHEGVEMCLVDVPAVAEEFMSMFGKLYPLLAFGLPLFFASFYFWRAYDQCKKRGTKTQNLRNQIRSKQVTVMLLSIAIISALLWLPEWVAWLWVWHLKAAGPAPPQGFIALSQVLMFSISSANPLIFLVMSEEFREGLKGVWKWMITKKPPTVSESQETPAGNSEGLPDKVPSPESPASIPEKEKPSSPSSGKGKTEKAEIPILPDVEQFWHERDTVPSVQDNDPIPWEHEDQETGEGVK
# TEAD-YAP block = TEAD-YAP interaction inhibition, primary screen, TEAD-YAP interaction inhibitor project, luminescence, HEK-TIYL cells; TEAD-Gal4/YAP UAS-luciferase luminescence; inhibition, % at 9.12 µM; hit rate 1.4% among 640,000; AID 1259422, 2018; in the data active means inhibition above about 32%;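 further: 0% = median of test compound wells and 100% = reference inhibitor wells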
# MITF primary = MITF inhibitors, primary screen, biochemical, AlphaScreen, human; hit rate 0.91% among 650,000; AlphaScreen MITF homodimerization, bead proximity signal; AID 1259374, 2018; inhibition, % at 2.6 µM; in the data active means inhibition above about 50%;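 further: 0% = vehicle wells with protein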
# FBW7 act = FBW7 E3 ligase activators, primary screen, biochemical, AlphaScreen, human. AlphaScreen FBW7–phospho-cyclin E peptide binding, activator screen. normalized activity (activation), % at 26.1 µM. hit rate 0.13% among 650,000; in the data active means normalized activity above about 1.9%;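 further: purified mutant Fbw7 with reduced substrate affinity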
# Target sequence (Q969H0 whole entry, looked up): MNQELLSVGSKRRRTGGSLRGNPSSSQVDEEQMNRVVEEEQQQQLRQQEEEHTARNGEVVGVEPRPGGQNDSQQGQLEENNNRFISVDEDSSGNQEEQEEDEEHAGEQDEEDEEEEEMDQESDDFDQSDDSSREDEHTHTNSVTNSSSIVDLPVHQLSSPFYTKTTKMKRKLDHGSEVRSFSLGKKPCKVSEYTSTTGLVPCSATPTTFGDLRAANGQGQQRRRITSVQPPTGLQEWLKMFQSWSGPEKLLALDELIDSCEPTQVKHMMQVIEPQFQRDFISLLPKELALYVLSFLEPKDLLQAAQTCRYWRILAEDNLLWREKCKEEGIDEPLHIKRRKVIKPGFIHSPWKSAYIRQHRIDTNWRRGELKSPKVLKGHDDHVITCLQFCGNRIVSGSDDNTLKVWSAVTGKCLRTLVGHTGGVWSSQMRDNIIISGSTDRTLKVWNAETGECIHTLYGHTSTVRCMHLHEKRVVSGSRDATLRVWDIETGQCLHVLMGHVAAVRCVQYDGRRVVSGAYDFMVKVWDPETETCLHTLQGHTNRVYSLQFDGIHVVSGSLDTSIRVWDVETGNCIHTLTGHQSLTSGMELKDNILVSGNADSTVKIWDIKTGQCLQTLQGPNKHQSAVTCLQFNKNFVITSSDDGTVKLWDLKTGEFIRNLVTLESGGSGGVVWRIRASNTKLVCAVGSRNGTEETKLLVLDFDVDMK
# * = called active by the depositor; nt = not tested or not shown.
# The line under a structure holds: GPR151 activ	TEAD-YAP block	MITF primary	FBW7 act
- CN(C)CCNc1nc2c(c(=O)[nH]c(=O)n2C)n1CCc1ccccc1
    1.2	0	-2	0.1
- CCCONC(=O)Nc1ccccc1C
    -0.4	-9	-4	0.0
- CS(=O)(=O)c1cnc(-c2ccc(O)cc2)nc1-c1cccc(C(F)(F)F)c1
    -0.8	7	11	-0.1
- CCOC(=O)c1c(NC(=O)CCl)sc2c1CCCS2
    -1.2	13	14	0.5
- N#CCSc1nc2ccccc2c(=O)n1CCCC(=O)NCc1ccco1
    -0.1	-1	-5	0.0
- O=C(Cc1cc(-c2cc3ccccc3o2)on1)NCCc1ccccc1
    -1.2	-8	8	0.3
- CN(C)CCNC(CC(=O)Nc1ccc(Cl)c(Cl)c1)C(=O)O (configuration not stated)
    -0.2	1	9	-0.4
- CCCN(CCC)C1=CC(=O)C(C(C)(C)C)=CC1=O
    -0.3	2	15	0.0
- O=[N+]([O-])c1ccc(CN2CCN(C3CC4CCC3C4)CC2)cc1 (configuration not stated)
    -1.1	15	26	-0.3
- Cc1cc(C)n2nc(C(=O)N/N=C/C=C/c3ccccc3)nc2n1
    -0.3	9	10	-0.5
- COc1ccc(NC(=O)Nc2ccc(C(C)=O)cc2)cc1OC
    -0.5	-36	4	-0.1
- CC1CCCC(C)N1C(=O)CSc1nc2ccccc2n1CC(=O)N1CCCCC1 (configuration not stated)
    -0.7	10	16	-0.2
- COc1ccc(Br)cc1S(=O)(=O)NCC1CCCO1 (configuration not stated)
    0.2	11	3	-0.1
- CC(=O)NC(Cc1ccc(C(C)C)cc1)C(=O)NC1CCN(C(=O)c2ccc(C)cc2)CC1 (configuration not stated)
    0.0	5	2	-0.1
- COc1ccc2cc(-c3nc(C)no3)c(=O)oc2c1
    -2.1	-21	-4	-0.2
- O=C(c1ccc(N2CC3CC(C2)c2cccc(=O)n2C3)c(NS(=O)(=O)c2ccc(F)cc2)c1)N1CCC2(CC1)OCCO2 (configuration not stated)
    0.0	6	6	0.0
- CC1Oc2ccc(-c3ccccc3)cc2N(Cc2ccncc2)C1=O (configuration not stated)
    -1.1	-3	13	0.1
- CCOC(=O)c1sc2nc3c(c(-c4ccco4)c2c1N)CCCC3
    -0.5	8	1	0.7
- COc1cccc(NC(=O)CCC2CCN(C(=O)C3CC=CCC3)CC2)c1 (configuration not stated)
    -0.8	11	2	0.2
- COC(=O)c1c(N)sc2c1C(C(=O)OC)CC2 (configuration not stated)
    0.1	-5	-5	0.0
- CCSc1nnc(NC(=O)c2cc3ccccc3c(=O)o2)s1
    1.4	5	24	1.6
- Cc1ccc2[nH]c3c(c2c1)CN(C(=O)Cn1nnnc1CN(C)C(C)C)CC3
    2.4	2	10	0.1
- CCCCSC1=C(C#N)C(=O)NC(c2ccccc2O)S1 (configuration not stated)
    0.4	-14	6	-0.1
- C=C(C)Cn1c(SCC)nc2sc3c(c2c1=O)CC(C)(C)OC3
    0.3	2	11	0.1
- COc1cc(OC)cc(C(=O)Nc2cccc3c2C(=O)N(C)C3=O)c1
    0.8	9	-15	-0.2
- Nc1cc(S(=O)(=O)N2CCCCC2)ccc1OCC(F)(F)F
    1.5	-6	14	-0.1
- CCC(NC(=O)CCc1nnc(C2(c3ccc(Cl)cc3)CCC2)o1)c1ccncc1 (configuration not stated)
    -0.9	-4	8	-0.1
- CCC1CCCCN1C(=O)Cn1c(=O)n(-c2ccc(F)cc2)c(=O)c2sccc21 (configuration not stated)
    1.5	14	-2	-0.1
- CCN(CC)C(=O)Cc1ccc(C)cc1
    0.0	-9	-4	0.1
- CCc1ccccc1NC(=O)CN(c1ccc(C)c(C)c1)S(=O)(=O)c1ccsc1C(=O)OC
    -1.3	3	15	0.5

# Four compounds from above, reduced to TEAD-YAP block and MITF primary.
molecule	TEAD-YAP block	MITF primary
COc1cccc(NC(=O)CCC2CCN(C(=O)C3CC=CCC3)CC2)c1 (configuration not stated)	11	2
Nc1cc(S(=O)(=O)N2CCCCC2)ccc1OCC(F)(F)F	-6	14
O=[N+]([O-])c1ccc(CN2CCN(C3CC4CCC3C4)CC2)cc1 (configuration not stated)	15	26
CCOC(=O)c1c(NC(=O)CCl)sc2c1CCCS2	13	14

# Given with bars between the fields: 4 of the compounds above
smiles | GPR151 activ | TEAD-YAP block | MITF primary | FBW7 act
CCOC(=O)c1c(NC(=O)CCl)sc2c1CCCS2 | -1.2 | 13 | 14 | 0.5
N#CCSc1nc2ccccc2c(=O)n1CCCC(=O)NCc1ccco1 | -0.1 | -1 | -5 | 0.0
O=C(Cc1cc(-c2cc3ccccc3o2)on1)NCCc1ccccc1 | -1.2 | -8 | 8 | 0.3
CN(C)CCNC(CC(=O)Nc1ccc(Cl)c(Cl)c1)C(=O)O (configuration not stated) | -0.2 | 1 | 9 | -0.4

# Looked up above:
# CN(C)CCNC(CC(=O)Nc1ccc(Cl)c(Cl)c1)C(=O)O (configuration not stated) in MITF primary has 9
# COc1cccc(NC(=O)CCC2CCN(C(=O)C3CC=CCC3)CC2)c1 (configuration not stated) in MITF primary has 2
# Nc1cc(S(=O)(=O)N2CCCCC2)ccc1OCC(F)(F)F in TEAD-YAP block has -6
# CCN(CC)C(=O)Cc1ccc(C)cc1 in MITF primary has -4
# CC(=O)NC(Cc1ccc(C(C)C)cc1)C(=O)NC1CCN(C(=O)c2ccc(C)cc2)CC1 (configuration not stated) in FBW7 act has -0.1
# N#CCSc1nc2ccccc2c(=O)n1CCCC(=O)NCc1ccco1 in TEAD-YAP block has -1

# Remaining list, next part.
# The line under a structure holds: GPR151 activ	TEAD-YAP block	MITF primary	FBW7 act
- CCc1ccc(OCC2c3cc(OC)c(OC)cc3CCN2C(=O)Cc2ccc(OC)cc2)cc1 (configuration not stated)
    3.8	5	-3	0.0
- CCc1c(C)nc2c(-c3ccccc3)c(C)[nH]n2c1=O
    -0.5	3	-14	-0.1
- COc1cccc(-c2cc(C(=O)Nc3nn[nH]n3)c3ccccc3n2)c1
    0.4	3	-7	-0.1
- O=C(CSc1ccc(-c2ccc(Br)cc2)nn1)N1CCCC1
    1.9	-5	-6	-0.3
- COc1ccccc1CNC(=O)CSc1ccc(-c2ccc(-n3cccn3)cc2)nn1
    -1.1	10	13	-0.1
- CCOc1ccc(NC(=O)c2cc3n(n2)C(C(F)(F)F)CC(c2ccc(Cl)cc2)N3)cc1 (configuration not stated)
    -0.5	-1	19	0.0
- CCOc1ccc(-n2nc3ccc(NC(=O)c4ccc5c(c4)OCCO5)cc3n2)cc1
    0.6	10	12	0.0
- COc1ccccc1N1CCN(C(=O)c2nn3c(C(F)(F)F)cc(-c4ccc(Br)cc4)nc3c2Cl)CC1
    -0.8	-4	7	0.1
- CN(C1=NS(=O)(=O)c2cc([N+](=O)[O-])ccc21)c1ccccc1
    0.3	-8	3	0.3
- Cc1ccc(C(=O)C(C)OC(=O)c2cc[n+]([O-])cc2)cc1 (configuration not stated)
    -1.3	1	-1	0.8
- O=c1c2cc(NC(=S)N3CCC4(CC3)OCCO4)ccc2nc2n1CCCCC2
    0.3	-3	15	0.2
- CSc1ncc(CN2CCN(CC=C(C)C)C(CCO)C2)cn1 (configuration not stated)
    -2.7	6	-2	0.0
- Cc1ccc(C(C)(C)C)c(OCCOCCN(C)C)c1
    -1.2	0	68*	-0.1
- CCOc1cccc(C2CC(c3ccc4c(c3)OCO4)=NC(c3ccc(Br)cc3)N2)c1O (configuration not stated)
    -0.7	-50	6	-0.1
- O=C1OC(c2ccc(Cl)cc2Cl)=N/C1=C\c1ccccc1Cl
    0.8	-12	5	0.1
- N#CC1=C(N)Oc2cc(N)ccc2C1c1ccccc1Cl (configuration not stated)
    -1.0	-11	14	0.1
- CC(Oc1ccccc1)C(=O)Nc1c2c(nn1-c1cccc(Cl)c1)CS(=O)(=O)C2 (configuration not stated)
    -1.1	-13	-4	0.0
- C=CCNC(=S)NCCc1ccc(O)cc1
    -0.8	2	-18	0.3
- Cc1ccc(-c2nn(-c3ccccc3)cc2C(N)=O)o1
    -0.9	0	-4	-0.1
- COc1cccc(C(=O)NCCc2cn3cccc(C)c3n2)c1
    -0.6	-5	6	0.7
- COC(=O)C1=C(C(=O)OC)SC(=C2C(=S)C(C)(C)N(C(=O)CSc3nc4ccccc4o3)c3cc(C)c(C)cc32)S1
    1.0	7	5	-0.1
- CC1CCN(Cc2ccc(C(=O)NCc3cnc4ccccc4c3)c(=O)[nH]2)CC1
    -1.2	11	-11	0.3
- O=C(Nn1c(C2CCCCC2)nc2ccccc2c1=O)c1cc(-c2ccc(F)cc2)nc2ccccc12
    -0.4	2	4	0.2
- O=C(NC(=S)N(CC1CCC1)CC1CCCO1)c1cccc([N+](=O)[O-])c1 (configuration not stated)
    0.4	3	-4	-0.2
- COc1ccc(C2N(C(=O)CN3CCCCC3)CCN2S(=O)(=O)c2ccc(C)cc2)cc1 (configuration not stated)
    -0.5	-1	-4	-0.1
- COc1cc(S(=O)(=O)NCc2ccccc2)ccc1F
    4.5	1	-7	-0.1
- Cn1c(SCC#N)nnc1-c1ccc2c(c1)OCO2
    -0.4	-21	-11	-0.3
- CN(C)CCNc1nc(-c2ccc(S(C)(=O)=O)cc2)cnc1N
    0.2	7	17	-0.1
- CC(C)c1ccc(NC(=O)C2C3C=CC4(O3)C2C(=O)N(CCN(C)Cc2ccccc2)C4C(=O)NC2CCCC(C)C2C)cc1 (configuration not stated)
    -0.2	0	-3	0.0
- COC(=O)C1=C(C(=O)OC)[C@@H]2N(Cc3ccccc3)c3ccccc3[C@@]23CCC(=O)N(CCc2ccccn2)C3=N1
    0.3	nt	14	0.0

# Additional results follow:
# The line under a structure holds: GPR151 activ	TEAD-YAP block	MITF primary	FBW7 act
- COc1cc([N+](=O)[O-])cc(/C=C2/C(=O)NN(c3ccc(Br)cc3)C2=O)c1O
    0.2	-6	-4	0.0
- COc1ccc(NC(=O)CSc2nc3c(cnn3-c3ccccc3)c(=O)[nH]2)cc1OC
    1.0	2	-4	-0.4
- CS(=O)(=O)c1ccc2c(c1)SC1=NC(C(F)(F)F)(C(F)(F)F)NC(=O)N12
    0.3	0	1	0.0
- Cc1ccc(S(=O)(=O)N2CCN(C)CC2)cc1Cl
    1.1	-1	-5	0.1
- CC(C)c1ccc(CN[C@H]2C[C@H]3C(=O)N[C@H](CO)C(=O)N3C2)cc1
    -1.9	-7	-8	0.8
- Cc1ccc(NC(=O)c2ccccc2NS(=O)(=O)c2ccc(F)c(F)c2)cc1
    -0.4	9	1	0.3
- CCN1CC(CNC(=O)c2ccc(OC3CCN(CCc4ccccc4)CC3)cc2)CC1=O (configuration not stated)
    -2.2	6	-12	-0.2
- O=C(O)C1CCC(=O)N1Cc1ccc(F)cc1 (configuration not stated)
    -0.4	2	-7	0.3
- CC(C)NC(=S)NC(=O)c1cccnc1
    0.2	0	11	0.1
- COc1cc(C(=O)N2CCN(C(=O)c3ccco3)CC2)c([N+](=O)[O-])cc1OC
    0.9	1	14	0.1
- COc1ccc(/C=N/NC(=O)CNc2ccccc2C)cc1Br
    -0.1	-11	-8	0.0
- CCOc1ccc(C(=O)N2CCc3cc(OC)c(OC)cc3C2COc2ccccc2OC)cc1OCC (configuration not stated)
    0.9	5	-4	0.0
- CCCCc1nc2c(c3c1C[C@H](C)OC3)CN(S(=O)(=O)c1ccc(C#N)cc1)CC2
    0.5	nt	1	0.0
- COc1ccc(N2CCN(Cc3nnnn3C3CCCCC3)CC2)cc1
    0.7	6	4	0.0
- CCOc1cccc(C(=O)NCc2ccco2)c1
    -0.8	-7	-8	0.0
- O=C1c2ccccc2-c2onc3c(N4CCOCC4)cc(N4CCOCC4)c1c23
    2.4	6	11	-0.3
- Cn1c2c(c(=O)n(C)c1=O)CN(C1CCCCC1)CN2
    0.8	11	-10	-0.2
- Cc1ccc(OCC(=O)Nc2cccc(C(=O)O)c2)cc1C
    -6.6	18	17	0.2
- O=C1c2[nH]nc(-c3ccccc3)c2C(c2ccc(Cl)cc2)N1c1cccc(C(F)(F)F)c1 (configuration not stated)
    0.5	10	-6	0.2
- CCOC(=O)C(C)(C)N(CC)S(=O)(=O)c1cccc([N+](=O)[O-])c1
    0.3	0	12	-0.3
- COC(=O)C1=C(C)N(CCc2ccccc2)C(=O)/C1=C\c1cccc(OC)c1
    0.9	-10	-1	-0.3
- Cc1cc(N2C(=O)C3C4CCC(C4)C3C2=O)ccc1Br (configuration not stated)
    0.3	-1	8	-0.1
- Cc1ccc(S(=O)(=O)N2CCOCC2)cc1C(=O)Nc1cccc(C(=O)O)c1
    -1.0	6	3	0.0
- Cc1ccccc1NS(=O)(=O)c1nnc(NC(=O)C23CC4CC(CC(C4)C2)C3)s1
    -0.7	17	15	0.6
- O=C1O/C(=C(\c2ccccc2)[N+](=O)[O-])c2ccccc21
    0.6	5	-2	-0.1
- CCC(CC)C(=O)Nc1c2c(nn1-c1ccc([N+](=O)[O-])cc1)CS(=O)(=O)C2
    -0.4	3	13	0.7
- CN1CCN(C(=O)C23CCC(C)(C(=O)C2)C3(C)C)CC1 (configuration not stated)
    -0.5	5	-6	0.0
- Cn1c(CCNC(=O)C(C)(C)C)nc2ccccc21
    0.8	7	-4	-0.1
- Cc1cc(C)c(S(=O)(=O)N2CC(=O)Nc3ccccc32)c(C)c1
    -0.8	55*	10	-0.1
- CCOc1cc(C(=O)Nc2ccc(-c3ccn[nH]3)cc2)cc(OCC)c1OCC
    -1.1	51*	12	0.5
- O=C(NCc1ccccn1)C1C2C=CC3(CN(Cc4ccccc4Cl)C(=O)C13)O2 (configuration not stated)
    -0.7	0	-14	-0.5

# Source: PubChem (The Scripps Research Institute Molecular Screening Center)
